M5 PAM: CHRM5 positive allosteric modulation; CHO-K1 hM5, Fluo-8 calcium, ACh EC20 PAM; 0% = ACh EC20, 100% = ACh EC100; activation, % at 3 µM; 0.3% of 360,000 active; P08912;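 active means activation above the run cutoff, the mean activation of all test compounds plus 3 SD, cut at about 18% in these data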
Target sequence (P08912 whole entry, looked up): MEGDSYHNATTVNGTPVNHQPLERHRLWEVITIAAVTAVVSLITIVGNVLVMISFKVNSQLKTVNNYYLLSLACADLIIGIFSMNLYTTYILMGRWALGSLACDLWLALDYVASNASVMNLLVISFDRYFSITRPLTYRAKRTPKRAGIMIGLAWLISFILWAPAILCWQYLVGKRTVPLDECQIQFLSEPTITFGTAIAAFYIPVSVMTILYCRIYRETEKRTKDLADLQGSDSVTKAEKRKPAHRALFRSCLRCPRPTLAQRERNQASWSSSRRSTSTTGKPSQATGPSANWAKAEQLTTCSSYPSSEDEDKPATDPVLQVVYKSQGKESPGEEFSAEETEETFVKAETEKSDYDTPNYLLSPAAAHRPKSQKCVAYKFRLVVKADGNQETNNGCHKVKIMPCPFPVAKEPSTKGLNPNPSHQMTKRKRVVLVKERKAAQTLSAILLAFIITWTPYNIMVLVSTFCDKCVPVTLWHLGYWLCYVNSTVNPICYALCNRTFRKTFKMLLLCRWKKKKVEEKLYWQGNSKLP
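System: CHO-K1 hM5 cells. Reagent: acetylcholine, EC20 level. Compound dosing: single dose, 3 µM nominal final test concentration. Timing: Post-acetylcholine fluorescence recording 140 s. Detection: Fluo-8 calcium fluorescence. Read-out: % activation, ACh-normalized. Benchmarks: ACh EC20 and EC100 wells. Repeats: singlicate, one well per test compound.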
M5 antag: blocks acetylcholine activation of human M5 receptor | 0.59% of 360,000 active | inhibition, % at 3 µM | AID 624040 | CHO-hM5 cells, Fluo-8 calcium fluorescence, ACh EC80;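 active means inhibition above a per-plate cutoff, the mean of that plate's test compounds plus 3 SD, cut at about 27% in these data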;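 further: 0% = acetylcholine EC80 with DMSO and 100% = DMSO without agonist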
CHRM4 agonist: CHRM4 agonism in calcium assay; CHO-K1 hM4/Gqi5, Fluo-8 calcium fluorescence; vehicle 0%, full acetylcholine response 100%; 0.14% of 360,000 active; activation, % at 3 µM; P08173;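 active means activation above the run mean over all test wells plus 3 SD, cut at about 32% in these data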;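 further: peak over basal fluorescence ratio per well then scaled between controls; 0% = DMSO wells and 100% = acetylcholine at EC100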
CHRM1 PAM: human CHRM1 positive allosteric modulation; P11229; CHO-K1 hM1, Fluo-8 calcium fluorescence, ACh EC20; 0% = ACh EC20, 100% = maximal ACh; activation, % at 3 µM; 0.088% of 360,000 active; AID 588819; in the data active means activation above about 19%, passing the limit was not always enough
CHRM4 antagonist: CHRM4 antagonism in calcium assay; 0.73% of 360,000 active; P08173; CHO-hM4 cells, ACh EC80, Fluo-8 calcium fluorescence; inhibition, % at 3 µM;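 active means inhibition above its plate's cutoff, the mean inhibition of sample wells plus 3 SD, cut at about 27% in these data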;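 further: 0% = acetylcholine EC80 with DMSO and 100% = DMSO without agonist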
CRFBP-R2 block: antagonists of CRF-binding protein/CRF-R2 receptor complex. HEK293 CRF-R2/CRF-BP, CRF-induced calcium fluorescence. inhibition, % at 11.8 µM. 0.59% of 350,000 active. AID 588475;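 active means inhibition of the ligand-induced calcium signal above about 50% at the single tested concentration, limit read from the data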
CRFR2-BP ag: agonists of human CRF-binding protein/CRF-R2 receptor complex; HEK293 CRF-R2/CRF-BP, calcium dye fluorescence (FLIPR); percent of saturating CRF peptide response; activation, % at 13.2 µM; 0.46% of 350,000 active; AID 588473;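 active means activation of at least 50%, plus an integration ratio under a set limit after plate pattern correction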;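 further: plate controls were neutral control wells without compound for no effect and CRF at EC100 for full effect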
M5 ag: CHRM5 agonism in calcium assay; 0.19% of 360,000 active; P08912; activation, % at 3 µM; AID 624037; CHO-K1 hM5 cells, Fluo-8 calcium fluorescence; 0% DMSO wells, 100% maximal acetylcholine response;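 active means activation above the run's mean over test compounds plus 3 SD, cut at about 23% in these data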;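 further: signal is peak over basal fluorescence ratio across the kinetic read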
CHRM4 PAM: CHRM4 positive allosteric modulation. AID 624126. activation, % at 3 µM. CHO-K1 hM4/Gqi5, Fluo-8 calcium fluorescence, ACh EC20; 0% = ACh EC20, 100% = maximal ACh. 0.4% of 360,000 active. P08173;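 active means activation above its plate's cutoff, the mean activation of sample wells plus 3 SD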; further: some results filed as inactive read as strong as hits
Active calls of the source: *; x = not tested or not shown.

A first look, 11 compounds:
mol	CHRM4 PAM	M5 ag	M5 antag	M5 PAM	CHRM4 agonist	CRFBP-R2 block	CRFR2-BP ag	CHRM4 antagonist	CHRM1 PAM
Cc1c(C(=O)N(C)Cc2ccccc2)oc2ccc(S(=O)(=O)N3CCCC3)cc12	-7	0	3	-5	1	-6	-1.0	-2	2
CCC(=O)NC1(C(F)(F)F)C(=O)Nc2c1c(=O)[nH]c(=O)n2Cc1ccco1 (stereo not given)	-4	-4	-8	4	0	18	-1.1	-9	8
Cc1ccc(Nc2nc(N)nc(N)c2N=O)cc1Cl	18	45*	6	-4	11	x	x	-3	x
CCNC(=O)CNC(=O)c1nn(Cc2ccccc2)c(=O)c2ccccc12	-3	2	5	0	-1	0	0.9	12	12
CC(C)[C@H](NC(=O)c1ccccc1F)C(=O)Nc1ccc2c(c1)OCO2	-1	-2	22	-11	0	4	0.1	13	4
CNc1nc(Sc2ccc(C)cc2)cc(C(F)(F)F)n1	1	0	2	-2	-1	17	-1.4	-7	11
N#Cc1ccc(OCC(=O)NCC(c2cccs2)N2CCOCC2)cc1 (stereo not given)	-1	-5	13	-2	1	-15	0.7	9	-4
Cc1nn(-c2ccccc2)c2sc(C(=O)n3cccn3)cc12	4	-5	8	-5	1	9	6.9	1	-9
CC1(C(=O)NS(=O)(=O)C2CC2)CCCN(C(=O)c2ccccc2OC(F)(F)F)C1 (stereo not given)	8	1	-3	-1	1	x	x	-18	1
CCC(c1nnnn1C1CCCCC1)N1CCN(C2CCCC2)CC1 (stereo not given)	8	-6	0	10	0	-8	-0.9	-8	4
COc1ccc(NC(=O)Nc2ccc3nsnc3c2)cc1	-8	11	18	-21	27	0	1.9	0	-15

This part in full, repeating the preview:
mol	CHRM4 PAM	M5 ag	M5 antag	M5 PAM	CHRM4 agonist	CRFBP-R2 block	CRFR2-BP ag	CHRM4 antagonist	CHRM1 PAM
Cc1c(C(=O)N(C)Cc2ccccc2)oc2ccc(S(=O)(=O)N3CCCC3)cc12	-7	0	3	-5	1	-6	-1.0	-2	2
CCC(=O)NC1(C(F)(F)F)C(=O)Nc2c1c(=O)[nH]c(=O)n2Cc1ccco1 (stereo not given)	-4	-4	-8	4	0	18	-1.1	-9	8
Cc1ccc(Nc2nc(N)nc(N)c2N=O)cc1Cl	18	45*	6	-4	11	x	x	-3	x
CCNC(=O)CNC(=O)c1nn(Cc2ccccc2)c(=O)c2ccccc12	-3	2	5	0	-1	0	0.9	12	12
CC(C)[C@H](NC(=O)c1ccccc1F)C(=O)Nc1ccc2c(c1)OCO2	-1	-2	22	-11	0	4	0.1	13	4
CNc1nc(Sc2ccc(C)cc2)cc(C(F)(F)F)n1	1	0	2	-2	-1	17	-1.4	-7	11
N#Cc1ccc(OCC(=O)NCC(c2cccs2)N2CCOCC2)cc1 (stereo not given)	-1	-5	13	-2	1	-15	0.7	9	-4
Cc1nn(-c2ccccc2)c2sc(C(=O)n3cccn3)cc12	4	-5	8	-5	1	9	6.9	1	-9
CC1(C(=O)NS(=O)(=O)C2CC2)CCCN(C(=O)c2ccccc2OC(F)(F)F)C1 (stereo not given)	8	1	-3	-1	1	x	x	-18	1
CCC(c1nnnn1C1CCCCC1)N1CCN(C2CCCC2)CC1 (stereo not given)	8	-6	0	10	0	-8	-0.9	-8	4
COc1ccc(NC(=O)Nc2ccc3nsnc3c2)cc1	-8	11	18	-21	27	0	1.9	0	-15
CCCNC(=O)C1CC(c2ccc(C(F)(F)F)cc2)=NO1 (stereo not given)	0	3	5	-4	9	0	0.5	-5	1
Cc1nc2c(=O)[nH]c(=S)n(C)c2nc1C	15	-1	2	3	-1	-30	-1.3	5	6
CC(C)C[C@H](NC(=O)NCc1ccccc1Cl)C(=O)O	13	1	4	-4	1	-5	-0.7	0	13
CN(C)S(=O)(=O)c1ccc(Cl)c(C(=O)NC2CCCCCCC2)c1	9	-2	0	2	2	-1	-1.5	-12	10
CCOC(=O)C(C)Oc1ccc(C2NC(=O)NC(C)=C2C(C)=O)cc1Br (stereo not given)	2	2	12	-6	1	7	-0.5	0	-3
CC12CC(O)C3C(CCC4=CC(=O)CCC43C)C1CCC2=CCO (stereo not given)	-5	2	11	-10	3	-20	0.2	5	-3
C[C@@H]1CN([C@@H](C)CO)C(=O)CCCn2nncc2CO[C@H]1CN(C)S(=O)(=O)c1ccccc1C#N	5	-1	3	3	1	2	-0.2	-1	5
CC(C)C(=O)n1nc(-c2cccnc2)nc1NCc1ccc(F)cc1	-7	-1	6	3	1	-5	-0.9	0	4
CCOCC(=O)NC1CCc2cc(OC)c(OC)c(OC)c2-c2ccc(SC)c(=O)cc21 (stereo not given)	7	4	-6	9	1	6	-3.7	-9	7
CCN(CC)C(=O)C1=C(C)N(CCC2=CCCCC2)C(=O)C(CC(=O)NCCCCc2ccccc2)C1 (stereo not given)	6	-2	0	-2	1	17	-0.1	-28	2
N/C(Cn1cncn1)=N\NC(=O)C(=O)Nc1ccc(Cl)cc1Cl	-4	3	-5	2	1	11	-1.3	3	3
CC(=O)C1=C(C)Nc2ncnn2C1c1ccccc1F (stereo not given)	4	-3	2	-3	2	-8	-0.3	-8	-6
CCOc1ccc(OCCNCc2ccc(OC(C)C(=O)N(C)C)c(OCC)c2)cc1 (stereo not given)	6	-2	-1	-1	2	15	2.2	-12	2
CC1(C)CC(=O)C=C(c2ccc(-c3ccccc3)cc2)C1=O	-1	1	2	0	3	16	2.7	-8	-14
COc1cc(/C=C(/C#N)C(=O)NC(C)c2ccccc2)cc(OC)c1O (stereo not given)	-4	12	0	0	33*	-53	35	2	2
COc1cc(C)c(CN2CCC(n3nccc3NC(=O)C3CC3)CC2)cc1C	-4	-6	8	-8	0	1	0.3	0	1
O=C(NCc1ccccc1)c1cccc(COc2cccc(Cl)c2)c1	-7	-7	6	-15	0	-5	4.6	-7	-7
COC(=O)c1cc(-c2cccs2)nn1-c1ccccc1	2	-2	10	3	0	-2	1.3	0	9
Cc1ccc(NC(=O)CCC(=O)NNC(=S)Nc2ccc(F)cc2F)cc1C	2	-4	2	1	0	-16	-0.2	-2	6
CCOC(=O)c1ccc(-c2ccc3[nH]c4ccccc4c(=O)c3c2)cc1F	0	7	1	5	1	3	1.8	-4	2
COc1ccccc1CNC(=O)c1oc2ccccc2c1C	-6	-5	0	1	-1	12	-0.7	-4	-1
CCN(CC)C(=O)C(C(=O)c1cccc([N+](=O)[O-])c1)n1cc(Cl)ccc1=O (stereo not given)	4	4	-9	5	0	0	0.7	-6	5
COc1cccc2c(=O)n(CC(=O)N3CCC(C)CC3)ccc12	9	1	0	0	1	1	-0.5	-10	10
CSc1nc(-c2ccccc2)c(C#N)c(=O)n1C	-2	-3	11	-8	0	22	1.1	9	14
CCNc1ccc(S(=O)(=O)N(C)C)cc1NCC(=O)Nc1ccc(Br)cc1F	-5	6	14	-17	17	-10	-0.3	-11	-4
CCc1ccccc1NC(=S)N1CCC(C(=O)c2ccc(F)cc2)CC1	7	0	-3	3	3	-10	1.5	2	6
CC(C)C(NC(=O)c1ccco1)C(=O)NCC(c1ccco1)N1CCCCC1 (stereo not given)	-12	-8	1	-5	2	-14	-1.2	19	-9
O=C(c1cccc(S(=O)(=O)N2CCc3ccccc32)c1)N1CCOCC1	-1	4	3	0	2	-11	3.9	7	6
COc1ccc(C)cc1S(=O)(=O)N(C)CC(=O)Nc1ccccc1	2	-5	2	-4	1	-6	-0.9	6	-2
CSCCC(NS(=O)(=O)c1ccccc1F)C(=O)NCC(C)(C)N1CCOCC1 (stereo not given)	6	4	6	-10	1	15	-0.1	0	9
CCOC(=O)CC1(C)c2nc(NC(C)=O)sc2Cc2sc(NC(C)=O)nc21	11	-1	1	-9	2	x	x	10	0
CCOc1ccccc1N(CC(=O)Nc1ccc(C)cc1)S(C)(=O)=O	5	-3	7	14	2	-6	0.3	8	4
Cn1c(N)c(C(=O)COC(=O)CCC(=O)c2cccs2)c(=O)n(C)c1=O	6	0	4	0	1	4	0.0	0	9
Cc1ccccc1N1CCN(C2CCCN(C(=O)c3ocnc3C)C2)CC1 (stereo not given)	3	-4	-4	0	1	1	-1.3	7	9
Cc1ccc(C)n1-c1sc2c(c1C#N)CCC(C)C2 (stereo not given)	-4	-15	-1	-9	0	18	-1.9	0	-5
CCn1c(=O)oc2cc(NC(=O)CCl)ccc21	0	0	8	-3	0	-11	0.9	4	6
CC(C)(C)c1ccc(OCCC(=O)Nc2cccc(S(=O)(=O)N3CCCCC3)c2)cc1	-9	-1	13	-12	0	0	-0.7	3	1
CCOC(=O)Cn1nc(-c2ccccc2)c2cnc3ccc(CC)cc3c21	-4	3	7	-10	15	-4	7.1	1	-6
Cc1cc(C(=O)Nc2sc3c(c2C#N)CCCCC3)cs1	-10	-10	-3	-4	-2	-68	0.5	-16	6
Cc1ccccc1NC(=O)COC(=O)c1c(C)nn(-c2ccccc2)c1C	1	1	-10	5	1	4	-0.9	1	2
CCc1nc2c(OCc3ccc(S(C)(=O)=O)cc3)cccn2c1N(C)C(=O)c1ccccc1F	-1	-1	7	-3	2	x	x	-12	7

Assay outcomes deposited in PubChem BioAssay by several laboratories.
